# Screening data: PubChem BioAssay, several laboratories
# eIF4E-4G inh = eIF4E–eIF4G protein interaction inhibitors, primary screen, biochemical, uHTS, TR-FRET, eIF4GI fragment; Eukaryotic translation initiation factor 4E (Mus musculus) + Eukaryotic translation …; TR-FRET eIF4E-eIF4GI(517-606) binding, 2 h; inhibition, % at 21.7 µM; 220,000 tested, 0.37% active;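 active = inhibition above about 30%, limit read from the data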;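 also: 0% = full FRET control wells and 100% = background wells lacking eIF4GI fragment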
# Target sequence (P63073 whole entry, looked up, the tested form may be a part): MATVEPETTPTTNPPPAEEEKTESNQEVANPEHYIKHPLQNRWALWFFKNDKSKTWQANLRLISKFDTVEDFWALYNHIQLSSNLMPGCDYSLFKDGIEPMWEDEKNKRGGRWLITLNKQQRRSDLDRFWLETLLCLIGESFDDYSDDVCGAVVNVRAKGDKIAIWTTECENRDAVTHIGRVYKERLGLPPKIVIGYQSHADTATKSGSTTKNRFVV
# Target sequence (Q04637 whole entry, looked up, the tested form may be a part): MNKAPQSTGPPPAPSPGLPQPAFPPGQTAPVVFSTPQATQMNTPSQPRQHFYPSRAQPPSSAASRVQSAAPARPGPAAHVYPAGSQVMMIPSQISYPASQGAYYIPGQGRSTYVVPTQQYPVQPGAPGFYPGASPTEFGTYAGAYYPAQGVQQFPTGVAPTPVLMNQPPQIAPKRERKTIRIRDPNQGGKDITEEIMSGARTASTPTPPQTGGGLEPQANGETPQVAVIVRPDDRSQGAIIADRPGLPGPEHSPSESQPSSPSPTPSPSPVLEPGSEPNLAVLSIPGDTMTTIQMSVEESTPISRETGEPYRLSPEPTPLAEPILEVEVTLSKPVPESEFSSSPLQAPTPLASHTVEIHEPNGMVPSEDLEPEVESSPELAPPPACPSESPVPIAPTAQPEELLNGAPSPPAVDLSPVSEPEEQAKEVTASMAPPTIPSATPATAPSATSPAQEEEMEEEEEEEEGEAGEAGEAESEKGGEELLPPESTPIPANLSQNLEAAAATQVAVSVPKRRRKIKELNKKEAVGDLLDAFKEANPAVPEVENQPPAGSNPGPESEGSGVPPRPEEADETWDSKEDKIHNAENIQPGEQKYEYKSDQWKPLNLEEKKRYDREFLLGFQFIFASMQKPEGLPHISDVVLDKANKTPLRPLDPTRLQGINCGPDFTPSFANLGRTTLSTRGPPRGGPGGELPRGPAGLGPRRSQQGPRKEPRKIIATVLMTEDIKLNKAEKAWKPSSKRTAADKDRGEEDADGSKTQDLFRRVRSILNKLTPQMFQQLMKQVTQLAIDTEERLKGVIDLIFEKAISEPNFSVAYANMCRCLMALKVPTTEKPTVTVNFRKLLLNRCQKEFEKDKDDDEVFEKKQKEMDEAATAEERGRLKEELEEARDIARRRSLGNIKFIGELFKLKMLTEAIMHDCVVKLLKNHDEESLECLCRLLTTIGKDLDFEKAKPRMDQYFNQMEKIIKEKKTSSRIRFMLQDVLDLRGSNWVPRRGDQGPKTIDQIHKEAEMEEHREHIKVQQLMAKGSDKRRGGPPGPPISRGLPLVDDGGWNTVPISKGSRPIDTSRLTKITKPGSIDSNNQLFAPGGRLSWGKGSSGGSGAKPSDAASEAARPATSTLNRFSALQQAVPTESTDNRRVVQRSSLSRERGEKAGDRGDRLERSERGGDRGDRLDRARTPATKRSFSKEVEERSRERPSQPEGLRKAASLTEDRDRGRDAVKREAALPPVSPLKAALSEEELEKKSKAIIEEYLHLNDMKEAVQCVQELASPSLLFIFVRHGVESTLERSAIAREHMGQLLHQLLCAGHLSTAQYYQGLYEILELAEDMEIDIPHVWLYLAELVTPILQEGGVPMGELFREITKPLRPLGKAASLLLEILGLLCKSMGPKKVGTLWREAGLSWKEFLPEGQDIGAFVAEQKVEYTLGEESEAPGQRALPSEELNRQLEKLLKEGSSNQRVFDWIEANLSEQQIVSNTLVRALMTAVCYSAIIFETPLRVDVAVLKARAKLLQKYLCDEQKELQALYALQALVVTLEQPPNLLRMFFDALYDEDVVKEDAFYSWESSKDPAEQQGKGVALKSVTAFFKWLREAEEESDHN
# NPY Y1 blocker = NPY-Y1 receptor antagonists, primary screen, cell-based; inhibition, % at 3.6 µM; HEK293-CNG Y1 cells, membrane potential fluorescence; NPY at EC95, then isoproterenol; Neuropeptide Y receptor type 1 (Homo sapiens), P25929; AID 1040, 2008; 200,000 tested, 1% active;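 active = inhibition above the campaign mean inhibition of all tested compounds plus 3 SD, cut at about 20% in these data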;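 also: 0% = DMSO wells given NPY plus isoproterenol and 100% = isoproterenol alone without NPY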
#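 Material: Y1- and CNG-channel-expressing HEK293 cells / Probe or stimulus: NPY 25 nM then isoproterenol 1 µM plus Ro 20-1724 25 µM / Doses: 3.6 µM single dose, DMSO 0.4% / Schedule: compound incubation 1 h at room temperature, readout 45 min post-stimulation / Signal: membrane potential fluorescence / Benchmarks: isoproterenol-only wells as full block versus NPY-plus-isoproterenol wells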
# NPY2 pot ag = NPY-Y2 potentiators or agonists, primary screen, cell-based; 220,000 tested, 0.45% active; Neuropeptide Y receptor type 2 (Homo sapiens), P49146; cells expressing NPY-Y2, potentiator/agonist read-out; activation, % at 3.6 µM; in the data active = activation above about 27%;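 also: cells stimulated with NPY near EC25 plus isoproterenol at EC100; 0% = vehicle plus submaximal agonist and 100% = vehicle plus saturating agonist; some results beyond the cut were filed as inactive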
# EP2 mod = EP2 receptor modulators, cAMP readout, primary screen, cell-based, HTRF cAMP, PGE2 stimulation. EP2-expressing cells, cAMP HTRF FRET, PGE2 co-stimulation. induction, % at 25 µM. 260,000 tested, 0.83% active. AID 940, 2007;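 active = compounds whose cAMP rise, as percent of the full-agonist control response, exceeds 60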;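 also: rat C6 glioma line stably carrying human EP2 under a CMV promoter; the protocol text gives 20 µM as final concentration; 100% = response of wells given 1 µM PGE2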
# p97 inhibitor = inhibitors of human p97 ATPase, primary screen, biochemical; recombinant p97 ATPase, Kinase-Glo ATP luminescence, 3 h; inhibition, % at 8 µM; 220,000 tested, 0.42% active; Transitional endoplasmic reticulum ATPase (Homo sapiens), P55072; in the data active = inhibition above about 15%;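 also: 0% = DMSO vehicle and 100% = wells lacking enzyme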
# S1P4 antag = S1P4 receptor antagonists, primary screen, cell-based; Sphingosine 1-phosphate receptor 4 (Homo sapiens), O95977; S1P4-expressing cells, antagonist mode, reporter read-out; inhibition, % at 4.98 µM; 220,000 tested, 0.26% active; AID 1510, 2009; in the data active = inhibition above about 29%;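 also: 0% = wells stimulated with agonist and 100% = vehicle wells without agonist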
# S1P4 agonist = S1P4 receptor agonists, primary screen, cell-based; 220,000 tested, 0.35% active; S1P4-expressing cell line, agonist reporter assay; Sphingosine 1-phosphate receptor 4 (Homo sapiens), O95977; activation, % at 4.98 µM; AID 1509, 2009; in the data active = activation above about 11%;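 also: 0% = DMSO vehicle and 100% = reference agonist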
# NPY1 pot ag = NPY-Y1 receptor potentiators or agonists, primary screen, cell-based | Neuropeptide Y receptor type 1 (Homo sapiens), P25929 | NPY-Y1 expressing cells, potentiator/agonist activation | activation, % at 3.6 µM | 220,000 tested, 0.37% active | AID 1304, 2008; in the data active = activation above about 33%, passing the limit was not always enough;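 also: cells stimulated with NPY at EC10 then isoproterenol at EC100; 0% = low agonist plus stimulus and 100% = saturating agonist plus stimulus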
# PGE2 EP2 inh = human EP2 receptor antagonists, primary screen, TR-FRET cAMP, C6 glioma cells | Prostaglandin E2 receptor EP2 subtype (Homo sapiens), P43116 | C6 glioma cells expressing human EP2; cells stimulated with saturating PGE2 | inhibition, % at 25 µM | 260,000 tested, 0.52% active;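 active = percent inhibition above 40 after rounding to a whole number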;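 also: rat C6 glioma host cells with rolipram phosphodiesterase inhibitor present; the protocol text gives 20 µM as final concentration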
# * marks the source's active call; other numbers are inactive results; · = not tested or not shown; & = joins results of further samples; [ ] = another dose, or the depositor's remark. A portion of the library; the hit share may differ from the screen's.
# Values run as follows: eIF4E-4G inh	NPY Y1 blocker	NPY2 pot ag	EP2 mod	p97 inhibitor	S1P4 antag	S1P4 agonist	NPY1 pot ag	PGE2 EP2 inh
> COC(=O)C1=C(C)Nc2c(c(=O)n(C)c(=O)n2C)C1c1ccncc1 (stereo unspecified)
  1	0	-4	2	4	-12	-0.6	-4	5
> C=CCN(c1ccccc1)S(=O)(=O)c1cc(C(=O)NC2=NCCS2)ccc1Cl
  -1	-3	0	59	1	-13	0.1	1	10
> CCOC(=O)c1c(CSc2ccc(C)cc2)n(C)c2cc(Br)c(O)c(CN(C)C)c12
  9	75*	-100	3	-3	-1	0.8	-78	4
> CC(=O)c1cccc(NC(=O)c2cc(Cl)sc2Cl)c1
  7	2	-12	-16	8	-2	0.9	-21	4
> Fc1ccc(-c2cc(-c3ccccc3)nc(-n3cccn3)n2)cc1
  5	2	-34	41	-2	0	-0.4	-45	12
> COC(=O)/C=c1\sc2ncnn2c1=O
  1[fluorescence artefact?]	4	11	10	2	-8	3.5	-12	-2
> COc1ccc2oc(C(=O)OCC(=O)NC(=O)NC(C)C)c(C)c2c1
  -8	10	-11	-8	-6	1	1.2	-5	11
> Nc1nc(SCC(=O)c2cccs2)n[nH]1
  -1	-4	8	34	2	-9	2.1	6	3
> CCOC(=O)CS(=O)(=O)c1ccc(C(F)(F)F)cn1
  -8	1	16	13	-1	3	-1.5	-14	13
> Cc1ccc(CNC(=O)C2CCCN(S(=O)(=O)c3cnc[nH]3)C2)cc1 (stereo unspecified)
  1	4	2	9	2	-6	5.7	-15	20
> CCN(CC)C(=O)CN(C#N)c1nc(OC)nc(N(C)C)n1
  -11[fluorescence artefact?]	-1	0	16	0	-6	0.4	8	7
> CC(C)(C)OC(=O)N1CCC[C@H]1c1nnc(SCc2c(Cl)cccc2Cl)o1
  2	7	11	15	-19	-19	-0.7	1	14
> O=C(NCCN1CCOCC1)C(=O)NCC1CCCO1 (stereo unspecified)
  5[fluorescence artefact?]	-2	6	2	3	-7	-1.7	0	5
> O=C(NC1CCCCC1)c1sc(N2CCOCC2)nc1-c1ccccc1
  -2	-3	1	21	7	-10	1.4	0	8
> CCCC1C2C(=O)N(c3ccccc3OC)C(=O)C2ON1c1ccccc1 (stereo unspecified)
  1	4	-5	14	-5	-2	3.1	-12	14
> CCOc1ccc(CCNC(=O)c2ccc(C)c(N3CCCC3=O)c2)cc1OCC
  -2	-1	5	0	-1	-19	-1.1	14	7
> COc1ccccc1NC(=O)CN1C(=O)C(C)SC(C)C1=O (stereo unspecified)
  -1	-1	-8	-4	0	-5	4.8	-9	9
> NS(=O)(=O)c1ccc(CCNC(=O)CSc2ccc3ccccc3c2)cc1
  -2	-5	24	-32	3	-7	-0.6	5	-2
> COCCNC(=O)CN1CCN(C(c2ccccc2)c2ccccc2)CC1
  5[fluorescence artefact?]	4	8	-8	-1	-11	-3.5	8	8
> CCOc1ccc(CCNC(=O)c2[nH]c(C)c(C(C)=O)c2CC)cc1OCC
  0	1	-5	6	-1	-15	-0.5	-10	5
> Cc1cc(C2=NNC(=NCc3ccccc3)SC2)c(C)n1-c1c(C)n(C)n(-c2ccccc2)c1=O
  6	3	9	9	1	-18	4.8	8	9
> N#C/C(=C\c1cc(Cl)c(OCc2ccc(Cl)cc2)c(Cl)c1)C(N)=O
  3	·	-8	-20	5	2	1.9	8	3
> CC(=O)OC1c2ccccc2C(=O)N1Cc1ccccc1 (stereo unspecified)
  6	1	11	6	-9	-12	-0.7	-4	14
> Cc1nnc(SCC(=O)N2CCCCCC2)n(N)c1=O
  -3	2	11	9	3	0	1.8	16	5
> CCN(CC)S(=O)(=O)c1ccc(O)c(NS(=O)(=O)c2ccccc2F)c1
  10[fluorescence artefact?]	1	4	22	-2	-8	1.4	-8	1
> COc1ccc(OCC(=O)Nc2cc(C)c(Cl)cc2OC)c([N+](=O)[O-])c1
  1[fluorescence artefact?]	-2	-3	-11	6	-4	-1.9	7	6
> O=C(N(c1ccccn1)c1ccccn1)C12CC3CC(CC(C3)C1)C2
  -2	3	11	3	-1	-3	0.5	13	5
> CCCC(=O)Nc1ccc(C(=O)NCc2ccccc2Cl)cc1
  -1	2	-7	-27	-3	-12	-0.4	-29	12
> O=C(O)C1CCCNC1 (stereo unspecified)
  5	2	17	18&16&4	3	-3	2.4	4	14&9&8

# Arranged by number of heavy atoms (low to high): some entries from above.
# Values run as follows: eIF4E-4G inh	NPY Y1 blocker	NPY2 pot ag	EP2 mod	p97 inhibitor	S1P4 antag	S1P4 agonist	NPY1 pot ag	PGE2 EP2 inh
> O=C(O)C1CCCNC1 (stereo unspecified)
  5	2	17	18&16&4	3	-3	2.4	4	14&9&8
> Cc1nnc(SCC(=O)N2CCCCCC2)n(N)c1=O
  -3	2	11	9	3	0	1.8	16	5
> CC(=O)OC1c2ccccc2C(=O)N1Cc1ccccc1 (stereo unspecified)
  6	1	11	6	-9	-12	-0.7	-4	14
> COc1ccccc1NC(=O)CN1C(=O)C(C)SC(C)C1=O (stereo unspecified)
  -1	-1	-8	-4	0	-5	4.8	-9	9
> CCCC(=O)Nc1ccc(C(=O)NCc2ccccc2Cl)cc1
  -1	2	-7	-27	-3	-12	-0.4	-29	12
> N#C/C(=C\c1cc(Cl)c(OCc2ccc(Cl)cc2)c(Cl)c1)C(N)=O
  3	·	-8	-20	5	2	1.9	8	3
> O=C(N(c1ccccn1)c1ccccn1)C12CC3CC(CC(C3)C1)C2
  -2	3	11	3	-1	-3	0.5	13	5
> COc1ccc(OCC(=O)Nc2cc(C)c(Cl)cc2OC)c([N+](=O)[O-])c1
  1[fluorescence artefact?]	-2	-3	-11	6	-4	-1.9	7	6
> CCCC1C2C(=O)N(c3ccccc3OC)C(=O)C2ON1c1ccccc1 (stereo unspecified)
  1	4	-5	14	-5	-2	3.1	-12	14
> CCOc1ccc(CCNC(=O)c2[nH]c(C)c(C(C)=O)c2CC)cc1OCC
  0	1	-5	6	-1	-15	-0.5	-10	5
> CCOc1ccc(CCNC(=O)c2ccc(C)c(N3CCCC3=O)c2)cc1OCC
  -2	-1	5	0	-1	-19	-1.1	14	7
> Cc1cc(C2=NNC(=NCc3ccccc3)SC2)c(C)n1-c1c(C)n(C)n(-c2ccccc2)c1=O
  6	3	9	9	1	-18	4.8	8	9

# Looked up by compound from the list above (2):
# Values run as follows: eIF4E-4G inh	NPY Y1 blocker	NPY2 pot ag	EP2 mod	p97 inhibitor	S1P4 antag	S1P4 agonist	NPY1 pot ag	PGE2 EP2 inh
> Cc1nnc(SCC(=O)N2CCCCCC2)n(N)c1=O
  -3	2	11	9	3	0	1.8	16	5
> O=C(O)C1CCCNC1 (stereo unspecified)
  5	2	17	18&16&4	3	-3	2.4	4	14&9&8
